From PubChem BioAssay
RBX1-CUL1 inh: blocks human RBX1-Cullin-1 di-ubiquitin formation; inhibition, % at 10 µM; hit rate 0.6% among 140,000; P62877+Q13616; in vitro K48 di-Ub FRET, acceptor:donor ratio, 45 min; in the data active = inhibition above about 25%
Target sequence (P62877 whole entry, looked up): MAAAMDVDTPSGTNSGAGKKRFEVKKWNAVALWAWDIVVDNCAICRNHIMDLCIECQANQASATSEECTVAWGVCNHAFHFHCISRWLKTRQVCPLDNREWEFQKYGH
Target sequence (Q13616 whole entry, looked up): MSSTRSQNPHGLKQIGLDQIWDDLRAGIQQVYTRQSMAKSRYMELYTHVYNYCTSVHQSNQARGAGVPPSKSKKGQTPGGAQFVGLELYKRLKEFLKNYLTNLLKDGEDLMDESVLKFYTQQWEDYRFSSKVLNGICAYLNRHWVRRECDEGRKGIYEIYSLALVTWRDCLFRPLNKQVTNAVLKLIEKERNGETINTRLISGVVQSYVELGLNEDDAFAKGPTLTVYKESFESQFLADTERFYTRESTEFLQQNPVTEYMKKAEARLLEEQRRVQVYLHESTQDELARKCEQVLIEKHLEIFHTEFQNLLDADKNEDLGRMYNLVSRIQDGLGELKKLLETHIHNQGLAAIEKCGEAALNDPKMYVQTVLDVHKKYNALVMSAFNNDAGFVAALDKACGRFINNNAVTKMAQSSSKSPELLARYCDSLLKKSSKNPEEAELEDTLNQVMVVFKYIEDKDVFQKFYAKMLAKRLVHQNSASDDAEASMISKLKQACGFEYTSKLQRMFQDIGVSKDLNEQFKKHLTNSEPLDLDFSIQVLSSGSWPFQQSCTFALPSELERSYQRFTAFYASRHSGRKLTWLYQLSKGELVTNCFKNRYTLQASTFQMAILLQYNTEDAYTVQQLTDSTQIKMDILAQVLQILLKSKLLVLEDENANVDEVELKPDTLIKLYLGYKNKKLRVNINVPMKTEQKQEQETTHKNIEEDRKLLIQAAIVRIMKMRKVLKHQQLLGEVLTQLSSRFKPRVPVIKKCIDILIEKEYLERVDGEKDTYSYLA
Active calls of the source: *.

SMILES	RBX1-CUL1 inh
CCCCN1CC(C(=O)Nc2cc(Cl)ccc2C)CC1=O (stereo not given)	-4
COc1ccc(C2=NN(S(C)(=O)=O)C(c3cn(-c4ccccc4)nc3-c3cccs3)C2)cc1 (stereo not given)	-3
CCOC1C(=O)Nc2ccccc21 (stereo not given)	8
Cc1ccc(NC(=O)Cn2c(=O)oc3ccccc32)cc1C	-10
CO[C@H]1[C@H](NC(=O)COc2ccccc2)c2ccccc2C12CCN(C(=O)C(=O)CC(C)C)CC2	4
CC(NC(=O)C12C=CC(=O)C1C1C=CC2C1)c1ccccc1 (stereo not given)	3
CN1CCC(N2CCCC(NC(=O)/C(F)=C/c3ccccc3)C2)CC1 (stereo not given)	8
O=C(/C=C/c1ccc(Cl)cc1Cl)NCc1ccccn1	-4
COC(=O)c1ccc(CSc2nc(C)[nH]c2[N+](=O)[O-])o1	8
COc1ccc2ccc(=O)oc2c1OCC(O)CNC(C)(C)C (stereo not given)	3
CSc1nc(-c2ccc(F)cc2)c(C)cc1C#N	-6
CCn1c(Cc2ccc(OC)cc2)nnc1SCC(=O)Nc1ccc(Br)cc1F	12
Cn1nnnc1Sc1ncccc1C(=O)Sc1ccc(F)cc1	0
COc1ccc2nc(Sc3ccc(C(F)(F)F)cc3[N+](=O)[O-])[nH]c2c1	2
O=C(N/N=C/c1ccccc1O)c1ccc([N+](=O)[O-])o1	1
Cc1ccc(S(=O)(=O)Nc2c(C)cccc2C)cc1	5
CCCN(CCC)S(=O)(=O)c1ccc(NC(=O)c2ccc(Cl)cc2Cl)cc1	-9
Nc1ncccc1-c1cccnc1N	3
COCc1nn2c(Cc3ccc(F)cc3)nnc2s1	2
CCn1c2ccccc2c2cc(NC(=O)C3CCCCC3)ccc21	-7
COc1cc(C(=O)OCCCc2cc(C(C)=O)c(C)n2Cc2ccco2)cc(OC)c1OC	0
CCC(=O)Nc1ccccc1OCc1ccccc1	-6
CCC(Oc1ccc(OC)cc1)C(=O)N1CCN(c2ccccc2)CC1 (stereo not given)	5
CCc1ccc(S(=O)(=O)c2nnn3c2nc(NC2CCCC2)c2sccc23)cc1	6
Cc1cc(C)cc(NC(=O)C2CCN(S(=O)(=O)N(C)C)CC2)c1	0
Cc1nc(CNC(=O)Cc2c3c(n(CC(C)C)c2C)CC(C)(C)CC3=O)n[nH]1	7
Cc1ccc(C(O)c2ccc(C(F)(F)F)cc2)cc1 (stereo not given)	3
COc1ccccc1NC(=O)CSc1cn(CC(=O)N2CCCC2)c2ccccc12	-11
CC(=O)Nc1c([N+](=O)[O-])ccc(C)c1[N+](=O)[O-]	-7
CCCCn1nnc(NC(=O)c2ccc(Br)o2)n1	-8
Cc1ccc(S(=O)(=O)C(CNC(=O)C(=O)NCCc2ccc(Cl)cc2)c2ccco2)cc1 (stereo not given)	2
CCOc1ccccc1CNn1cnnc1SCC(=O)NC(C)(C)C	4
CC(C)(C)c1ccc(C(=O)Nc2nnc3n2CCS3)cc1	3
OC(COc1cccc(CNCCc2cnc[nH]2)c1)CN1CCCCCC1 (stereo not given)	-5
CC(C)(C)c1ccc(C(=O)N2CCN(CCNC(=O)C(=O)Nc3ccc(Cl)cc3)CC2)cc1	-7
O=c1cc(N2CCCCC2)nc2n1CCCS2	3
COc1ccc2c(CNCCc3ccco3)c(C(=O)O)n(Cc3ccc(F)cc3)c2c1	3
COc1cc(C2N3CC4(C(C)C)CN2CC(C(C)C)(C3)C4=O)ccc1O (stereo not given)	9
COc1ccc(NC(=O)Cn2c(=O)c3cccn3c3ccccc32)cc1	3
Cc1ccc(S(=O)(=O)N/N=C/c2c[nH]c3ccccc23)cc1	-1
O=C(O)CCCCCNC(c1ccc(F)cc1)c1ccc(F)cc1	-2
CC(C)c1nc2cc(C(=O)NCc3nc4ccccc4n3C)ccc2o1	-2
CN(C)S(=O)(=O)c1ccc(C(=O)Nc2cc(C(F)(F)F)cc(C(F)(F)F)c2)cc1	-2
Cc1oc(-c2cc(F)ccc2F)nc1CN1CCC(C(=O)N2CCCC2)CC1	2
C#CCSc1nc2ccccc2[nH]1	-1
O=C1OC(c2ccc(Cl)cc2)c2ccccc21 (stereo not given)	4
O=c1[nH]c(CN2CCN(c3cccc(C(F)(F)F)c3)CC2)nc2ccccc12	-5
Cn1c(SCC(=O)N(CCO)CCO)nc2ccccc2c1=O	13
COc1ccc(Cc2nnc(/C=C/c3ccc(C)cc3)o2)cc1	7
CC12c3ccccc3C(c3ccccc31)C1C(=O)N(c3ccc(Cl)c(F)c3)C(=O)C12 (stereo not given)	-2
CCC1CN(Cc2c(C)n(C)n(-c3ccccc3)c2=O)Cc2cc(OC)ccc2O1 (stereo not given)	0
COc1ccccc1N1CC(c2nc(-c3cnn(C)c3)c(C)[nH]2)CC1=O (stereo not given)	2
O=C(Nc1nnc(S(=O)(=O)N2CCc3ccccc32)s1)c1ccccc1Cl	0
COc1ccc(-n2c(=O)c3c(c4cc(OC)ccc4n3C)n(C)c2=O)cc1	-6
Nc1cnccc1Sc1cccc(C(F)(F)F)c1	-7
CCC(=O)N1CCc2cc(Br)cc(S(=O)(=O)CCC(=O)N(C)c3cccc(C)c3)c21	2
COc1cc(C2NC(C(=O)O)CS2)cc(OC)c1OC (stereo not given)	4
COc1ccccc1NC(=S)NC(=O)c1ccc(C(C)(C)C)cc1	2
Cc1ccc(N2C(=O)NC(=O)C(C=Nc3ccc(S(=O)(=O)CCO)cc3)C2=O)cc1 (stereo not given)	-3
C=CCCc1ccc(-c2ccc(C3CCC(CC)CC3)cc2)nc1 (stereo not given)	2

Later entries
SMILES	RBX1-CUL1 inh
O=C(Nc1ccccc1)c1cccc(S(=O)(=O)Nc2cccc(F)c2)c1	-10
O=C(c1ccco1)c1cn(CCOc2ccc(F)cc2)c2ccccc12	-1
COc1ccc(Oc2coc3cc(OC(=O)c4ccc(Br)cc4)ccc3c2=O)cc1	-3
NC(=S)N=C1CCN(c2cccc(C(F)(F)F)c2)N1	-7
O=C1NC(=O)C2(COC(c3cccnc3)OC2)S1 (stereo not given)	4
O=C(c1ccc(N2CCCC(CO)C2)nc1)N1CCC(CCn2cccn2)CC1 (stereo not given)	-12
C[C@]1(C(=O)O)Cc2oncc2C[C@@H]1C(=O)O	-4
Cc1onc(-c2c(F)cccc2Cl)c1C(=O)Nc1ccc(OC(C)C)cc1	9
CCc1ccccc1NC(=O)c1cnoc1C	0
Cc1cccc(NC(=O)Cn2nc(-c3ccc(Cl)cc3)c3ccccc3c2=O)c1	7
CN1CCN(C(=O)c2cc3c(=O)n4ccccc4nc3n2Cc2ccccc2)CC1	9
O=c1cc2sc3ccccc3n2c2ncccc12	3
O=C(N/N=C/c1ccncc1)C1CC1C(=O)N/N=C/c1ccncc1 (stereo not given)	21
CCOc1ccc(-n2c(SCC(=O)Nc3ccccc3OC)nc3c(oc4ccccc43)c2=O)cc1	-5
O=C(c1coc(COc2ccccc2F)n1)N1C[C@H]2CC[C@H]1C2	-2
CCc1ccc(NC(=O)Cn2c(=O)n(CCCCC(=O)NCc3ccc4c(c3)OCO4)c(=O)c3ccccc32)cc1	0
Cc1ccc(C2CC2C(=O)NNC(=S)Nc2ccc([N+](=O)[O-])cc2)cc1 (stereo not given)	1
O=c1/c(=C\c2ccccc2OCc2ccccc2F)sc2n1C(c1cccc(F)c1)C1=C(N=2)c2ccccc2CC1 (stereo not given)	-11
Cc1ccc(Nc2cc(-c3ccccc3)nc(-c3ccc(Br)cc3)n2)cc1	-4
COc1ccccc1NC(=O)c1oc2ccccc2c1NC(=O)COc1ccccc1OC	8
COc1cc2nc(-c3ccc(C)c(C)c3)oc(=O)c2cc1OC	8
Fc1ccc(-c2nnc3sc(COc4ccccc4Cl)nn23)cc1	1
CC(=O)OCC12CCC(O1)C1C(=O)OC(=O)C12C (stereo not given)	1
O=C(NC1CCCC1)c1ccc(CSc2nc3cccnc3n2Cc2ccccc2)cc1	2
CN(Cc1cccc(-c2nc(CCn3cccn3)cc(=O)[nH]2)c1)Cc1ccn[nH]1	2
COc1ccc(S(=O)(=O)c2c(O)c(C)cc(NS(=O)(=O)c3ccc(Cl)cc3)c2C(C)C)cc1	0
Cc1ccc(NC(=S)N(Cc2cccnc2)Cc2cc3ccc(C)cc3[nH]c2=O)cc1	-7
O=C(NCc1ccc(Cl)cc1)C1CCN(c2nn3cc(-c4ccc(F)cc4)nc3s2)CC1	-7
Cc1ccc(-n2nc(C(=O)Nc3cccc(C#N)c3)c3c4ccccc4n(C)c3c2=O)cc1	6
CC(C)(C)c1cc(N=CCc2nnnn2-c2ccc(Br)cc2)no1	0
O=C(NC1CCCC1)C12CC3CC(C1)CC(n1ncnn1)(C3)C2	-3
COc1ccc(CNC(=O)Cn2c(=O)oc3cc(S(=O)(=O)NCc4ccccc4)ccc32)cc1	-1
O=C1C2CCCCC2C(=O)N1c1ccc(OS(=O)(=O)c2ccc(Cl)cc2)cc1 (stereo not given)	4
COc1ccccc1CN1C(=O)O[C@@H]2CN(Cc3nccn3C)C[C@@H]21	-3
COc1ccccc1N1CCN(c2ccc(-c3nc(-c4ccccc4)no3)cc2[N+](=O)[O-])CC1	5
Cc1ccc(CNC(=O)Cn2c(=O)n(-c3cccc(Cl)c3)c(=O)c3sc4ccccc4c32)cc1	-16
Cc1nonc1N(Cc1ccc(Cl)cc1Cl)S(=O)(=O)c1ccccc1	7
Nc1c(C(=O)Nc2ccc(OC(F)(F)Cl)cc2)sc2nc(-c3cccs3)cc(C(F)(F)F)c12	-7
Cc1cc(/C=C2\C(=O)NC(=S)N(c3cccc(Cl)c3Cl)C2=O)c(C)n1-c1ccc(Cl)cc1	13
CCc1ccc(-n2c(=O)c3c(C)c(C)sc3n(CC(=O)NCc3ccc(C)cc3)c2=O)cc1	-5
COc1ccc(-c2nc(C)c(CCNC(=O)c3ccc(F)c(F)c3)s2)cc1	3
Cc1nc(/C(C#N)=C/c2ccc(O)cc2)sc1N=Nc1c(C)n(C)n(-c2ccccc2)c1=O	1
C=CCN(CC=C)C(=S)NC(=O)Cc1ccc(OC)cc1	-1
Cc1ccc(NC(=O)c2c(N)sc3c2CCC3)c(C)c1	43*
O=C(c1coc(COc2ccc(F)cc2Cl)n1)N1CCCCO1	-4
Cc1c(/C=C2\C(=N)N3N=C(C(F)(F)F)SC3=NC2=O)c2ccccc2n1Cc1ccccc1F	4
COc1ccccc1OCC(=O)Nc1ccc(OC(C)=O)cc1C(=O)O	5
Cc1nc(N2C(=O)c3oc4ccccc4c(=O)c3C2c2cccc(OCCC(C)C)c2)sc1C (stereo not given)	-5
Cc1cc(C(=O)N2CCCC(CCc3ccccc3C)C2)no1 (stereo not given)	1
CC(C)NC(=O)c1ccc(-n2c(-c3ccccc3)cc3c2CCCCC3)cc1	-3
Cc1cc(C)c2oc(-c3cccc(NC(=O)COc4ccccc4Cl)c3C)nc2c1	-5
CC(=O)c1c(C(C)=O)c(C)n(CCc2c[nH]c3ccccc23)c1C	-9
COc1ccc(C(=O)Nc2cc(C(F)(F)F)ccc2N2CCN(c3ccccc3)CC2)cc1OC	-7
Fc1cccc(-c2n[nH]c3c2CN(Cc2ccc(F)cc2F)CC3)c1	3
Cc1ncc(CN2CC[C@@H](N3CCCCCC3)[C@H](O)C2)cn1	-4
COCCC(=O)N1CCC(Oc2ccc(C(=O)N(C)C(C)c3ccncn3)cc2)CC1 (stereo not given)	-4
Cc1c(C)n(C)c2ccc(C(=O)O)cc12	0
CCCCC(CC)C(=O)Nc1ccccc1C(=O)OCC (stereo not given)	17
Cc1c(CN(C)c2cc(C3CCCNC3)ncn2)[nH]c2ccccc12 (stereo not given)	17
CCOc1cc(C)c(S(=O)(=O)Nc2cccc(C)n2)cc1C(C)C	-5

(listing goes on)
SMILES	RBX1-CUL1 inh
Cc1ccc(C)c(N2CCN(C(=O)c3ccc4c(c3)c(C)c(C)n4C)CC2)c1	-3
CCN1C(=O)C(C=Nc2ccccc2-c2ccccc2)C(=O)N(CC)C1=O	0
CCc1ccc(NC(=O)C2CCN(c3nn4c(=O)cc(C)nc4s3)CC2)cc1	-5
CCc1nc2nc(C)c(Cc3ccc(Cl)cc3)c(=O)n2[nH]1	-1

Structural class, the entries above containing an NH in an aromatic ring
SMILES	RBX1-CUL1 inh
COC(=O)c1ccc(CSc2nc(C)[nH]c2[N+](=O)[O-])o1	8
COc1ccc2nc(Sc3ccc(C(F)(F)F)cc3[N+](=O)[O-])[nH]c2c1	2
Cc1nc(CNC(=O)Cc2c3c(n(CC(C)C)c2C)CC(C)(C)CC3=O)n[nH]1	7
OC(COc1cccc(CNCCc2cnc[nH]2)c1)CN1CCCCCC1 (stereo not given)	-5
Cc1ccc(S(=O)(=O)N/N=C/c2c[nH]c3ccccc23)cc1	-1
C#CCSc1nc2ccccc2[nH]1	-1
O=c1[nH]c(CN2CCN(c3cccc(C(F)(F)F)c3)CC2)nc2ccccc12	-5
COc1ccccc1N1CC(c2nc(-c3cnn(C)c3)c(C)[nH]2)CC1=O (stereo not given)	2
CN(Cc1cccc(-c2nc(CCn3cccn3)cc(=O)[nH]2)c1)Cc1ccn[nH]1	2
Cc1ccc(NC(=S)N(Cc2cccnc2)Cc2cc3ccc(C)cc3[nH]c2=O)cc1	-7
CC(=O)c1c(C(C)=O)c(C)n(CCc2c[nH]c3ccccc23)c1C	-9
Fc1cccc(-c2n[nH]c3c2CN(Cc2ccc(F)cc2F)CC3)c1	3
Cc1c(CN(C)c2cc(C3CCCNC3)ncn2)[nH]c2ccccc12 (stereo not given)	17
CCc1nc2nc(C)c(Cc3ccc(Cl)cc3)c(=O)n2[nH]1	-1

The list is partial; rates above refer to the full screens.
